Screens (PubChem BioAssay)
USP7 block – inhibitors of human USP7 deubiquitinase | Q93009 | purified USP7, Ub-rhodamine cleavage fluorescence | inhibition, % at 20 µM | 0.3% of 47,000 active | AID 1645854
USP8 block – human USP8 deubiquitinase inhibition; P40818; purified USP8, Ub-rhodamine cleavage fluorescence, 30 min; inhibition, % at 20 µM; 4.2% of 47,000 active
USP30 block – blocks human USP30 ubiquitin-rhodamine cleavage; Q70CQ3; purified USP30, Ub-rhodamine cleavage fluorescence; inhibition, % at 25 µM; 5.3% of 47,000 active; AID 1645860
Target sequence (Q70CQ3 whole entry, looked up): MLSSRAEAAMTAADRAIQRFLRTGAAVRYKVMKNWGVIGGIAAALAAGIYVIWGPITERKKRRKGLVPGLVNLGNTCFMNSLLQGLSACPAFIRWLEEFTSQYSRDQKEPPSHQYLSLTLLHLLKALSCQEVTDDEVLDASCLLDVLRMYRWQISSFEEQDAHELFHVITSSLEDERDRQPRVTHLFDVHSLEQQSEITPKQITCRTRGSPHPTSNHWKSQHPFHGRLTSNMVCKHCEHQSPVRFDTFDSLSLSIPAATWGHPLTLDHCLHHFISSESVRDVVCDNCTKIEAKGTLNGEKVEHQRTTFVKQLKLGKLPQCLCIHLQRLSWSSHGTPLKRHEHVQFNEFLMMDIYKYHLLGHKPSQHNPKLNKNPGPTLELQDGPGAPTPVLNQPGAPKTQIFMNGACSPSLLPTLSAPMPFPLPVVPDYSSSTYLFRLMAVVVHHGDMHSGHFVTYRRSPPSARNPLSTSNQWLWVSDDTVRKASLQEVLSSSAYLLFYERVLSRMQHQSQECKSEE
USP28 inh – inhibitors of human USP28 deubiquitinase; purified USP28, Ub-rhodamine cleavage fluorescence, 30 min; Q96RU2; inhibition, % at 25 µM; AID 1645857; 3% of 47,000 active
USP10 block – human USP10 deubiquitinase inhibition; Q14694; purified USP10, Ub-rhodamine fluorescence, 60 min; inhibition, % at 20 µM; 1.1% of 47,000 active; AID 1645856
OTUD3 inh – inhibitors of human OTUD3 deubiquitinase | Q5T2D3 | purified OTUD3, Ub-rhodamine fluorescence, 2 h | inhibition, % at 25 µM | 0.7% of 47,000 active | AID 1645858
Target sequence (Q5T2D3 whole entry, looked up): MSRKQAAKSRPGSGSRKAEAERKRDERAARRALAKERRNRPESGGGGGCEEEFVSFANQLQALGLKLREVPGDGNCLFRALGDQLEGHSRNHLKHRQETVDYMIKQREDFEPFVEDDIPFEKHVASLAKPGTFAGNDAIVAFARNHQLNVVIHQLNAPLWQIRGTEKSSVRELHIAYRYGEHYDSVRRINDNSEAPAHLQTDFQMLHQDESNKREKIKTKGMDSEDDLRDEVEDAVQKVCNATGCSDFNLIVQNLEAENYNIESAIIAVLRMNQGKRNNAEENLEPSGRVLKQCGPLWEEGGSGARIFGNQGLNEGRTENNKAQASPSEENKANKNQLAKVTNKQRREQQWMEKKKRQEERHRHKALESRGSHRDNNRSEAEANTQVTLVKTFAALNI
UCHL1 block – human UCHL1 deubiquitinase inhibition. P09936. purified UCHL1, Ub-rhodamine cleavage fluorescence. inhibition, % at 20 µM. 0.2% of 47,000 active. AID 1645859
USP17 inh – blocks human USP17 ubiquitin-rhodamine cleavage; purified USP17, Ub-rhodamine cleavage fluorescence, 3 h; inhibition, % at 50 µM; 6.5% of 47,000 active; AID 1645855
An asterisk follows results filed as active. No stated cut-off is given here; in the data, active means inhibition above about 30%; inactive means the rest.

Results for COc1ccc(Sc2cc3c(cc2NC(=O)c2ccccc2F)n(C)c(=O)n3C)cc1 ?
USP7 block: 2; USP8 block: -15; USP30 block: -58; USP28 inh: -25; USP10 block: -9; OTUD3 inh: -28; UCHL1 block: -6; USP17 inh: 19

How did O=C(NC1CC1)c1ccc2c(=O)n(-c3cccc(F)c3)c(N3CCOCC3)nc2c1 do in these assays?
USP7 block: 0; USP8 block: -3; USP30 block: 0; USP28 inh: -4; USP10 block: 4; OTUD3 inh: 0; UCHL1 block: 0; USP17 inh: 2

How did Cc1ccc(S(=O)(=O)N2Cc3ccccc3CN3C(=O)NC(=O)C3C2)cc1 (stereo not drawn) do in these assays?
USP7 block: 1; USP8 block: -4; USP30 block: 2; USP28 inh: -3; USP10 block: 2; OTUD3 inh: 0; UCHL1 block: 0; USP17 inh: 4

How did Cc1ccccc1-c1noc(CN2C(=O)C(C)Oc3ccccc32)n1 (stereo not drawn) do in these assays?
USP7 block: 2; USP8 block: -1; USP30 block: 12; USP28 inh: 16; USP10 block: 5; OTUD3 inh: 3; UCHL1 block: 4; USP17 inh: 0

What do the screens show for `CC(C)Cc1nc2sc3c(SCC(=O)NC(c4ccccc4)c4ccccc4)ncnc3c2c2c1CCC2`?
USP7 block: 0; USP8 block: -12; USP30 block: 12; USP28 inh: 1; USP10 block: 1; OTUD3 inh: 3; UCHL1 block: 0; USP17 inh: 0

What do the screens show for `N#Cc1c(-c2ccccc2)noc1/C=C/Nc1cccc(C(F)(F)F)c1`?
USP7 block: -3; USP8 block: -1; USP30 block: -8; USP28 inh: -1; USP10 block: -1; OTUD3 inh: 0; UCHL1 block: -7; USP17 inh: -5

Results for Nc1nnc2c(C(F)(F)F)nc3ccccc3n12 ?
USP7 block: 8; USP8 block: 0; USP10 block: 1; OTUD3 inh: 2; UCHL1 block: 3; USP17 inh: 10

What do the screens show for `Cn1c(NC(=O)c2ccco2)c(-c2ccc3c(c2)OCO3)c(=O)c2ccccc21`?
USP7 block: 0; USP8 block: -30; USP30 block: -8; USP28 inh: -9; USP10 block: 0; OTUD3 inh: -9; UCHL1 block: -2; USP17 inh: -5

Results for CCc1noc(-c2ccc(-n3ncc(C(=O)N4CCN(C)CC4)c3C)nc2)n1 ?
USP7 block: -3; USP8 block: -1; USP30 block: 7; USP28 inh: -5; USP10 block: -1; OTUD3 inh: -4; UCHL1 block: -5; USP17 inh: 0

What do the screens show for `O=[N+]([O-])c1ccc(N2CCN(c3ncnc4c3[nH]c3ccc(F)cc34)CC2)cc1`?
USP7 block: -2; USP8 block: -15; USP30 block: 8; USP28 inh: 3; USP10 block: -4; OTUD3 inh: 4; UCHL1 block: -8; USP17 inh: 65*

What do the screens show for `O=C(Cc1ccccc1)Nc1cc(-c2nc3cnccc3o2)ccc1Cl`?
USP7 block: 3; USP8 block: -1; USP30 block: -39; USP28 inh: -19; USP10 block: 0; OTUD3 inh: -11; UCHL1 block: -3; USP17 inh: 15

What do the screens show for `O=C(Nc1ccc(F)cc1F)c1csc(-c2ccccc2)n1`?
USP7 block: 9; USP8 block: 9; USP30 block: 21; USP28 inh: 15; USP10 block: -1; OTUD3 inh: 11; UCHL1 block: 0; USP17 inh: 83*

Results for Cc1cccc(C(=O)N2CCc3cc(-c4nc(NC(=O)C5(c6ccc(Cl)cc6)CCC5)sc4C)ccc32)c1 ?
USP7 block: 15; USP8 block: 33*; USP30 block: -79; USP28 inh: 7; USP10 block: 21; OTUD3 inh: -7; UCHL1 block: -1; USP17 inh: 26

What do the screens show for `CSc1cccc(NC(=O)c2c(N3CCCC3=O)c3cc(F)ccc3n2C)c1`?
USP7 block: 4; USP8 block: -4; USP30 block: -1; USP28 inh: -3; USP10 block: 5; OTUD3 inh: 8; UCHL1 block: 4; USP17 inh: 0

What do the screens show for `Cn1nccc1C(=O)N[C@@H]1C[C@@H](Oc2cccc(F)c2)[C@H](O)[C@H]1N1CCCC1`?
USP7 block: 2; USP8 block: 20; USP30 block: -15; USP28 inh: 0; USP10 block: -6; OTUD3 inh: -2; UCHL1 block: 4; USP17 inh: -4

Results for O=C(Nc1ccc2c(c1)COC2=O)c1ccc(F)cc1 ?
USP7 block: 0; USP8 block: 1; USP30 block: -2; USP28 inh: 0; USP10 block: 1; OTUD3 inh: -5; UCHL1 block: 0; USP17 inh: 19

What do the screens show for `CC(=O)Nc1ccc(OCC(=O)N2CCN(c3ccccc3F)CC2)nc1`?
USP7 block: -3; USP8 block: -8; USP30 block: 0; USP28 inh: 14; USP10 block: -6; OTUD3 inh: 3; UCHL1 block: -1; USP17 inh: -6

What do the screens show for `CC(=O)N1CCC[C@@H]2N(C(=O)c3cc(C)nc4onc(C)c34)CCC[C@@]21C`?
USP7 block: 3; USP8 block: -2; USP30 block: -15; USP28 inh: -3; USP10 block: -2; OTUD3 inh: -8; UCHL1 block: -1; USP17 inh: -5

Results for CCc1nnc(-c2nnc(NCCOc3ccccc3OC)c3ccccc23)o1 ?
USP7 block: 7; USP8 block: 66*; USP30 block: 34*; USP28 inh: 8; USP10 block: 13; OTUD3 inh: 11; UCHL1 block: 1; USP17 inh: 20

How did CN1[C@@H](CCC(=O)NCc2cccnc2)CNC(=O)[C@@H]2[C@H]1CCN2CC1CC1 do in these assays?
USP7 block: -1; USP8 block: -2; USP30 block: 12; USP28 inh: 2; USP10 block: 0; OTUD3 inh: 6; UCHL1 block: 0; USP17 inh: -1

What do the screens show for `O=C(c1cnc2ccccc2n1)N1CCC(S(=O)(=O)c2ccc(-c3ccco3)cc2)CC1`?
USP7 block: 21; USP8 block: 56*; USP30 block: -13; USP28 inh: 5; USP10 block: 21; OTUD3 inh: -3; UCHL1 block: 17; USP17 inh: 44*

Results for CCc1nc(-c2ccc(-n3ccc(C(=O)N(C)C4CCCCC4)n3)cc2)no1 ?
USP7 block: 4; USP8 block: -2; USP30 block: 0; USP28 inh: 12; USP10 block: 0; OTUD3 inh: 6; UCHL1 block: 5; USP17 inh: 5

How did COc1cc2c(cc1OC)CN(C(=O)C(NC(=O)c1ccccc1)C(C)C)CC2 (stereo not drawn) do in these assays?
USP7 block: 1; USP8 block: 53*; USP30 block: 4; USP28 inh: 3; USP10 block: -2; OTUD3 inh: 1; UCHL1 block: 3; USP17 inh: 20

What do the screens show for `CC1CCc2nc(NC(=O)C(c3ccccc3)c3ccccc3)sc2C1` (stereo not drawn)?
USP7 block: 4; USP8 block: -4; USP30 block: -13; USP28 inh: 0; USP10 block: 13; OTUD3 inh: -7; UCHL1 block: 6

Results for CC(C)(C)C(=O)N1CCCC(c2ccnc3ncnn23)C1 (stereo not drawn) ?
USP7 block: -1; USP8 block: -3; USP30 block: -11; USP28 inh: -17; USP10 block: -2; OTUD3 inh: -15; UCHL1 block: -4; USP17 inh: -5

What do the screens show for `O=c1c(NCc2ccc(F)cc2)nccn1-c1ccc2c(c1)OCO2`?
USP7 block: -3; USP8 block: -8; USP30 block: 0; USP28 inh: 7; USP10 block: 4; OTUD3 inh: 4; UCHL1 block: -2; USP17 inh: -7

Results for O=C(Cn1cc(-c2nnc(CN3CCCCC3)o2)c2ccccc21)NCCC1=CCCCC1 ?
USP7 block: -18; USP8 block: 3; USP30 block: 8; USP28 inh: -5; USP10 block: -2; OTUD3 inh: -2; UCHL1 block: 0; USP17 inh: -2

Results for CCn1c(=O)n(CC(=O)c2ccc(Cl)cc2)c2c(C(N)=O)nc(-c3ccco3)nc21 ?
USP7 block: 40*; USP8 block: 49*; USP30 block: -82; USP28 inh: -15; USP10 block: 6; OTUD3 inh: 7; UCHL1 block: 22; USP17 inh: 36*

How did N#Cc1cnn2ccc(-c3ccc4c(c3)CCC4)nc12 do in these assays?
USP7 block: -11; USP8 block: -14; USP10 block: -1; OTUD3 inh: -1; UCHL1 block: -5; USP17 inh: 34*

What do the screens show for `CC1(C)Oc2ccccc2[C@H]2OCC3(CCN(C(=O)c4ccc5n[nH]nc5c4)CC3)C[C@@H]21`?
USP7 block: 4; USP8 block: -1; USP30 block: 13; USP28 inh: 2; USP10 block: 5; OTUD3 inh: 7; UCHL1 block: 0; USP17 inh: 1

How did COc1cc(-c2ccccn2)nc(C#N)c1SC do in these assays?
USP7 block: -1; USP8 block: -9; USP30 block: -15; USP28 inh: 4; USP10 block: -3; OTUD3 inh: -4; UCHL1 block: 0; USP17 inh: -6

What do the screens show for `O=C(Nc1cccc(S(=O)(=O)NC2=NCCC2)c1)c1cc(-c2ccccc2)n[nH]1`?
USP7 block: -2; USP8 block: 4; USP30 block: 37*; USP28 inh: 42*; USP10 block: 1; OTUD3 inh: 9; UCHL1 block: 2; USP17 inh: 39*

Results for Cc1noc(C)c1C1CCCN1S(=O)(=O)c1ccc(Cl)cc1 (stereo not drawn) ?
USP7 block: 0; USP8 block: 10; USP30 block: 17; USP28 inh: 6; USP10 block: 0; OTUD3 inh: 3; UCHL1 block: 0; USP17 inh: 3

What do the screens show for `COc1ccc2c(CNC3CCC(C)CC3)c(C(=O)O)n(C)c2c1` (stereo not drawn)?
USP8 block: 0; USP10 block: 1; OTUD3 inh: -4; UCHL1 block: -1; USP17 inh: 1

Results for O=C(NC1CC1)c1cc(-c2cccnc2)n(-c2ccccc2)n1 ?
USP7 block: 8; USP8 block: 16; USP30 block: 31*; USP28 inh: 16; USP10 block: 3; OTUD3 inh: 12; UCHL1 block: 3; USP17 inh: 16

Results for COc1cc(OC)cc(C(C)(C)OC(=O)NCCC(=O)O)c1 ?
USP7 block: 0; USP8 block: -2; USP30 block: 0; USP28 inh: -3; USP10 block: -1; OTUD3 inh: -3; UCHL1 block: -4; USP17 inh: -3

Results for CCC(C(=O)OCC(=O)c1c(C)[nH]c2ccccc12)c1ccccc1 (stereo not drawn) ?
USP7 block: -40; USP8 block: 24; USP30 block: 20; USP28 inh: 25; USP10 block: 9; OTUD3 inh: 16; UCHL1 block: 11; USP17 inh: 16

How did COc1ccc(CNc2ncnc3c2[nH]c2ccc(Cl)cc23)cc1 do in these assays?
USP7 block: 3; USP8 block: -13; USP30 block: -20; USP28 inh: -6; USP10 block: 5; OTUD3 inh: -16; UCHL1 block: 3; USP17 inh: 11

Results for CC(=O)c1cnc(-c2ccccn2)s1 ?
USP7 block: -4; USP8 block: 44*; USP30 block: -26; USP28 inh: 0; USP10 block: -4; OTUD3 inh: 0; UCHL1 block: 0; USP17 inh: 3

A section from the list above:
Results for COc1ccc(Sc2cc3c(cc2NC(=O)c2ccccc2F)n(C)c(=O)n3C)cc1 ?
USP7 block: 2; USP8 block: -15; USP30 block: -58; USP28 inh: -25; USP10 block: -9; OTUD3 inh: -28; UCHL1 block: -6; USP17 inh: 19

How did O=C(NC1CC1)c1ccc2c(=O)n(-c3cccc(F)c3)c(N3CCOCC3)nc2c1 do in these assays?
USP7 block: 0; USP8 block: -3; USP30 block: 0; USP28 inh: -4; USP10 block: 4; OTUD3 inh: 0; UCHL1 block: 0; USP17 inh: 2

How did Cc1ccc(S(=O)(=O)N2Cc3ccccc3CN3C(=O)NC(=O)C3C2)cc1 (stereo not drawn) do in these assays?
USP7 block: 1; USP8 block: -4; USP30 block: 2; USP28 inh: -3; USP10 block: 2; OTUD3 inh: 0; UCHL1 block: 0; USP17 inh: 4

How did Cc1ccccc1-c1noc(CN2C(=O)C(C)Oc3ccccc32)n1 (stereo not drawn) do in these assays?
USP7 block: 2; USP8 block: -1; USP30 block: 12; USP28 inh: 16; USP10 block: 5; OTUD3 inh: 3; UCHL1 block: 4; USP17 inh: 0

What do the screens show for `CC(C)Cc1nc2sc3c(SCC(=O)NC(c4ccccc4)c4ccccc4)ncnc3c2c2c1CCC2`?
USP7 block: 0; USP8 block: -12; USP30 block: 12; USP28 inh: 1; USP10 block: 1; OTUD3 inh: 3; UCHL1 block: 0; USP17 inh: 0

What do the screens show for `N#Cc1c(-c2ccccc2)noc1/C=C/Nc1cccc(C(F)(F)F)c1`?
USP7 block: -3; USP8 block: -1; USP30 block: -8; USP28 inh: -1; USP10 block: -1; OTUD3 inh: 0; UCHL1 block: -7; USP17 inh: -5

Results for Nc1nnc2c(C(F)(F)F)nc3ccccc3n12 ?
USP7 block: 8; USP8 block: 0; USP10 block: 1; OTUD3 inh: 2; UCHL1 block: 3; USP17 inh: 10

What do the screens show for `Cn1c(NC(=O)c2ccco2)c(-c2ccc3c(c2)OCO3)c(=O)c2ccccc21`?
USP7 block: 0; USP8 block: -30; USP30 block: -8; USP28 inh: -9; USP10 block: 0; OTUD3 inh: -9; UCHL1 block: -2; USP17 inh: -5

Results for CCc1noc(-c2ccc(-n3ncc(C(=O)N4CCN(C)CC4)c3C)nc2)n1 ?
USP7 block: -3; USP8 block: -1; USP30 block: 7; USP28 inh: -5; USP10 block: -1; OTUD3 inh: -4; UCHL1 block: -5; USP17 inh: 0

What do the screens show for `O=[N+]([O-])c1ccc(N2CCN(c3ncnc4c3[nH]c3ccc(F)cc34)CC2)cc1`?
USP7 block: -2; USP8 block: -15; USP30 block: 8; USP28 inh: 3; USP10 block: -4; OTUD3 inh: 4; UCHL1 block: -8; USP17 inh: 65*
